# RSV CPE inhibition = RSV antiviral activity via CPE protection, HEp-2 cells, primary 10 µM value included (AID 2391) | HEp-2 cells, RSV-induced CPE inhibition; higher % means a stronger effect | CPE inhibition, % at 10 µM, or IC50 in µM where a hit was titrated | hit rate 0.13% among 310,000; in the data active = a potency from the dose series; inconclusive = CPE inhibition mostly from about 23% at the one dose, without a potency; inactive = the rest, 99 in 100 with CPE inhibition below about 21%; note: strong numbers were not always called active
# human PMI inhibition = inhibitors of human PMI, primary screen, biochemical, fluorescence intensity, coupled assay (AID 1209); Mannose-6-phosphate isomerase (Homo sapiens); purified PMI enzyme, coupled fluorescence intensity; higher % means a stronger effect; inhibition, % at 20 µM; hits with a dose series show IC50 in µM; hit rate 0.42% among 190,000;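 note: plate controls were DMSO vehicle for no effect and wells lacking substrate for full effect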
# PhoP inhibition = inhibitors of PhoP regulon expression, primary screen, Salmonella Typhimurium, GFP reporter (AID 1863); S. Typhimurium PhoP-regulated promoter GFP reporter, 4 h; higher % means a stronger effect; inhibition, % at 50 µM; hits with a dose series show IC50 in µM; hit rate 0.16% among 300,000;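 active = inhibition over 29.93%, a cutoff 3 SD above the screen mean, later confirmed by dose response; inconclusive = inhibition over 29.93% but no dose response follow-up; inactive = inhibition at most 29.93% or unconfirmed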;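 note: 0% = low Mg2+ inducing control and 100% = high Mg2+ repressing control; strong numbers were not always called active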
# TNAP activation fold = human TNAP enzyme activators, primary screen, biochemical, luminescent, no phosphate acceptor, uHTS (AID 1001); hit rate 0.03% among 200,000; one-dose activation fold at 20 µM; EC50 in µM for titrated hits; purified TNAP, luminescent activation assay, no phosphate acceptor; higher activation fold means a stronger effect; Alkaline phosphatase, tissue-nonspecific isozyme (Homo sapiens); in the data active = activation fold from about 3, or a potency from the dose series; inactive = the rest, 99 in 100 with activation fold below about 1.6; note: many of its hits are not listed in these tables
# West Nile virus CPE = West Nile virus antiviral activity, cell-based, CPE readout (AID 1621); West Nile virus-infected cells, CPE inhibition; higher % means a stronger effect; CPE inhibition, % at 10 µM; hits with a dose series show IC50 in µM; hit rate 0.02% among 290,000; in the data active = a potency from the dose series; inconclusive = CPE inhibition mostly from about 3.7% at the one dose, without a potency; inactive = the rest, 99 in 100 with CPE inhibition below about 2.2%; note: strong numbers were not always called active
# SV40 large T antigen = SV40 large T antigen inhibitors, biochemical (AID 1903) | SV40 large T antigen ATPase/helicase inhibition assay; higher % means a stronger effect | inhibition, % at 20 µM; hits with a dose series show IC50 in µM | hit rate 0.39% among 310,000; in the data active = a potency from the dose series; inconclusive = inhibition mostly from about 32% at the one dose, without a potency; inactive = the rest, 99 in 100 with inhibition below about 32%; note: strong numbers were not always called active
# human PMI inhibitors = human PMI inhibitors, high substrate, primary screen, biochemical, fluorescence intensity, high mannose 6-phosphate (AID 1220) | inhibition, % at 20 µM; hits with a dose series show IC50 in µM | hit rate 0.66% among 190,000 | Mannose-6-phosphate isomerase (Homo sapiens) | recombinant PMI enzyme, coupled fluorescence intensity; higher % means a stronger effect
# CSM14.1 death rescue = rescue of cells from ER stress-induced death, primary screen, 384-well, CSM14.1, thapsigargin, ATP luminescence (AID 1222). CSM14.1 thapsigargin-induced death rescue, ATP luminescence; higher % means a stronger effect. cellular ATP content (survival), % at 20 µM; hits with a dose series show EC50 in µM. 190,000 tested, under 10 active;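 active = EC50 below 50 µM in the dose-response confirmation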;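 note: death triggered by thapsigargin at about 15 µM added after 2 h compound pretreatment; cell ATP read after overnight thapsigargin exposure of roughly 18 to 22 hours; normalized against plate controls of thapsigargin alone and 5% DMSO vehicle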
# Insulin prom up = insulin promoter activators in MIN6 cells, imaging, high-content screening, mouse beta cells | MIN6 insulin promoter-GFP reporter; active compounds read high | z-score at 5 µM | hit rate 0.3% among 190,000;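 active = z-score above 3 at 5 µM with at least 500 cells counted in the well; inconclusive = wells under 500 cells, flagged as cytotoxic or low count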
# Insulin prom up cell count = second read-out of Insulin prom up, no call of its own (marks repeat the call); cell count; measured here: cytotoxicity, nuclei count;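 total cells summed across four imaged fields per well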
# * hit, by the source's call; ? = inconclusive; . = not tested or not shown; & = joins results of further samples; ! = not active in a repeat. Cut-off read from the data, not from the text of the source, unless noted: active = inhibition above about 50%; inactive = the rest. Hits appear at their usual frequency. Share with any hit: about 1.5%.
# Each structure is followed by: RSV CPE inhibition, human PMI inhibition, PhoP inhibition, TNAP activation fold, West Nile virus CPE, SV40 large T antigen, human PMI inhibitors, CSM14.1 death rescue, Insulin prom up, Insulin prom up cell count
> CCN(CC)S(=O)(=O)c1ccc(N2CCOCC2)c(NC(=O)c2ccccc2)c1
    6.2%, -4%, 4%, 1.1, 0.4%, 0%, -3%, -3.1%, -0.2, 1225
> Cc1ncc([N+](=O)[O-])n1CC(C)O (centres undefined)
    0.8%, 0%&6%, 1%&-8%&27%, 1.1&1.1, -0.1%, -3%&4%&-12%, -6%&1%, -1.8%&0.3%, -0.15&-0.2, 1375&1248
> O=S1(=O)CCOC[C@H](CC2CCCCC2)N1Cc1ccc(Cl)cc1
    0.2%, ., 2%, ., -1.2%, -8%, ., ., ., .
> COc1ccc(CCC(=O)N2CCCC(Nc3ccc(C)c(C)c3)C2)cc1OC (centres undefined)
    3.0%, ., -5%, ., 0.2%, 22%, ., ., ., .
> O=C(Nc1ccc(Cl)c([N+](=O)[O-])c1)c1ccncc1
    5.8%, 14%, 21%, 1, -1.7%, 4%, 6%, 1.5%, 0.25, 1265
> CC(=O)Nc1nonc1NC(=O)COc1ccccc1
    2.2%, 3%, 3%, 1.5, 0.5%, 1%, 4%, ., 1.3, 1318
> Brc1ccc(CSc2nnc(-c3ccccn3)n2Cc2ccco2)cc1
    5.5%, 4%, -5%, 1, -0.8%, -1%, 5%, -0.8%, -1.3, 1167
> COc1ccccc1N1CC(C(=O)Nc2nnc(SCc3cccnc3)s2)CC1=O (centres undefined)
    1.3%, ., -4%, ., 0.3%, 24%, ., ., ., .
> Cc1cccc(C(=O)NC(=S)NNC(=O)c2ccccc2Cl)c1
    0.5%, 3%, -18%, 1.1, 0.3%, 30%, -20%, -0.2%, -0.14, 1205
> CCn1c(CNc2ccc(Cl)cc2)nnc1SCC(=O)OC1CCCCC1
    1.8%, 1%, 3%, 1.1, 0.8%, 10%, 8%, 1.5%, ., .
> COc1cc(NC(=O)c2ccc(Br)cc2)ccc1NC(=O)c1cc2ccccc2o1
    0.7%, ., 4%, ., -0.6%, 7%, ., ., ., .
> O=C1C2CC=CCC2C(=O)N1c1ccc(NCCc2cccc(F)c2)c([N+](=O)[O-])c1 (centres undefined)
    1.4%, 9%, 9%, 1, -0.9%, 6%, 14%, -7.3%, 0.29, 1241
> COc1cccc2cc(C(=O)C3=C(O)C(=O)N(CCN4CCOCC4)C3c3ccc(C)o3)oc12 (centres undefined)
    0.7%, ., -10%, ., -0.4%, 9%, ., ., ., .
> O=C(COc1ccccc1)NNc1nc2c(F)cc(F)cc2s1
    2.8%, 3%, -2%, 2.4, -0.2%, 10%, 4%, 0.2%, -0.59, 1687
> CCOC(=O)C1CCN(C(=O)c2c(-c3ccccc3)noc2C)CC1
    2.4%, 6%, ., 1.1, 0.2%, ., 7%, -1.6%, 0.09, 1618
> COc1cc(C2=NC(CO)(CO)CO2)cc(OC)c1OC
    1.9%, -5%, -4%, 1, 0.7%, 10%, -7%, -0.8%, 0.04, 1413
> OC1CCN(C(=S)Nc2ccc(Oc3ccccc3)cc2)CC1
    4.0%, 16%, 5%, 1.1, -0.6%, -16%, 11%, -0.5%, 0.48, 1382
> CN(C)CCNC(=O)CN1C(=O)COc2ccc(C(C)(C)C)cc21
    2.1%, -6%, 11%, 1.2, 0.0%, -1%, 0%, 1.5%, 0.56, 888
> O=c1c2ccccc2nc(-c2ccc(Cl)cc2Cl)n1O
    0.7%, -16%, 2%, 1.1, 1.0%, 2%, -27%, -0.1%, -0.1, 1309
> COc1ccc(C(=O)Nc2ccc(NC(=O)C3CCCCC3)nc2)cc1
    1.1%, ., 11%, ., -0.6%, -7%, ., ., ., .

# Overlap with the part before: three entries, followed by the next part.
# Each structure is followed by: RSV CPE inhibition, human PMI inhibition, PhoP inhibition, TNAP activation fold, West Nile virus CPE, SV40 large T antigen, human PMI inhibitors, CSM14.1 death rescue, Insulin prom up, Insulin prom up cell count
> CN(C)CCNC(=O)CN1C(=O)COc2ccc(C(C)(C)C)cc21
    2.1%, -6%, 11%, 1.2, 0.0%, -1%, 0%, 1.5%, 0.56, 888
> O=c1c2ccccc2nc(-c2ccc(Cl)cc2Cl)n1O
    0.7%, -16%, 2%, 1.1, 1.0%, 2%, -27%, -0.1%, -0.1, 1309
> COc1ccc(C(=O)Nc2ccc(NC(=O)C3CCCCC3)nc2)cc1
    1.1%, ., 11%, ., -0.6%, -7%, ., ., ., .
> O=C(C1=NN[C@@H]2C(=O)N(c3cccc(C(F)(F)F)c3)C(=O)[C@H]12)c1cnccn1
    0.3%, ., -12%, ., -0.1%, 21%, ., ., -0.21, 1039
> Cc1ccc(S(=O)(=O)NNc2ccccc2)c(C)c1
    -1.4%, -70%, 14%, 1, -0.1%, 12%, -168%, -2.4%, ., .
> Nc1ccc(Cl)c(S(=O)(=O)Nc2cccc(Cl)c2)c1
    -1.0%, -6%, 2%, 1, -0.4%, 9%, -4%, -1.8%, 0.79, 1089
> COc1ccccc1C(=O)N/C(=C\c1cn(S(=O)(=O)N(C)C)c2ccccc12)C(=O)N1CCOCC1
    2.6%, ., -10%, ., 0.3%, 9%, ., ., ., .
> CCOC(=O)c1ccc(CC2SC(N)=NC2=O)cc1 (centres undefined)
    1.0%, ., 9%, ., -0.2%, -2%, ., ., ., .
> CCOc1ccc(C(CC(=O)O)NC(=O)C23CC4CC(CC(C4)C2)C3)cc1 (centres undefined)
    -0.2%, -1%, -3%, 1.1, 0.2%, 15%, 5%, -2.5%, 0.02, 1128
> CC(=O)/C=C\c1cn(-c2ncc(C(F)(F)F)cc2Cl)c2ccccc12
    ?, 12%, 14%, 1.1, 0.2%, -8%, 18%, -3.0%, 0.01, 1928
> Cn1c2c(c(=O)n(C)c1=O)C(C(F)(F)F)(C(F)(F)F)N=C(c1ccc(Cl)cc1)N2
    -2.4%, -5%, -7%, 1.1, 3.4%, 11%, -5%, -2.4%, ?, .
> CCCOc1ccc(OCCOCCN2CCc3ccccc3C2)cc1
    4.0%, -5%, 1%, 1.1, -2.3%, 5%, -6%, -1.4%, -0.12, 950
> CCCCOCCCNC(=O)C1CCCCC1
    0.0%, -3%, 13%, 1.2, -0.1%, 0%, -7%, 1.3%, -0.31, 1313
> COc1cc(/C=C2\SC(=N)N(c3ccc(F)cc3)C2=O)ccc1O
    -1.0%, -7%, -1%, 1, 0.4%, 22%, 0%, -1.5%, ., .
> C[N+]1(C2CCC3CCCC2C3O)CCCCC1 (centres undefined)
    1.7%, ., -8%, 1.1, 0.5%, 8%, ., -1.6%, ., .
> Cn1cc(CCC(=O)NCCCc2ccccc2)c2ccccc21
    1.0%, ., -2%, ., -0.1%, 23%, ., ., ., .
> O=C(CCC(=O)N/N=C/c1ccc(Br)o1)N/N=C/c1ccc(Br)o1
    1.9%, ., -4%, ., 0.1%, 16%, ., ., ., .
> CCn1cc(CN2CCC(n3nccc3NC(=O)CCc3ccccc3)CC2)cn1
    0.4%, ., 3%, ., 0.0%, 8%, ., ., ., .
> Cc1ccc(-n2nc(-c3ccccc3)cc2Nc2ccccc2N)cc1
    5.8%, 23%, 6%, 1, -0.4%, 19%, 19%, 5.7%, 0.42, 1572
> Cc1ccc(NC(=S)c2ccncc2)c(C)c1
    8.9%, ., -6%, ., -0.1%, 4%, ., ., ., .
> CCCOC(c1ccccc1)(c1ccccc1)C(Oc1nc(C)cc(C)n1)C(=O)O (centres undefined)
    1.3%, ., -4%, ., 0.4%, 9%, ., ., ., .
> C[c-]1[c-](C)[c-](C)[c-](C)[c-]1C.[Fe].c1cc2nccc(N3CCCC3)[c-]2c1 (centres undefined)
    3.5%&4.9%, ., -15%&-7%, ., 0.0%&-0.5%, 18µM*!, ., ., -0.18, 889
> COC(C(=O)N/N=C(\C)c1ccc(O)cc1)c1ccccc1 (centres undefined)
    -1.4%, ., 8%, ., -1.1%, 15%, ., ., ., .
> COc1cc(/C=N/NC(=O)c2cccnc2)ccc1OC(=O)c1ccc([N+](=O)[O-])cc1
    0.9%, -12%, -4%, 1, 0.9%, 16%, -8%, -1.2%, 0.57, 1210
> O=C(Nc1ccc(F)cc1)N(Cc1cccs1)Cc1cc2cc3c(cc2[nH]c1=O)OCO3
    1.6%, 8%, -8%, 1.1, -0.5%, 15%, 15%, -0.6%, -0.87, 1105
> Cc1cc(C)c(C#N)c(Oc2ccc(F)cc2)n1
    -0.6%, -1%, -8%, 1.1, 0.0%, 21%, 3%, -1.9%, -0.27, 1703
> Cc1ccc(S(=O)(=O)N2CCN(C(=O)CSc3nnnn3C)CC2)c(C)c1
    0.2%, 4%, 2%, 1, -0.2%, 2%, 6%, -1.2%, -0.12, 1583
> Cc1cc(-c2nnc(SCC(=O)Nc3ccc(F)c(F)c3)n2N)n[nH]1
    3.2%, ., -8%, ., 0.0%, 8%, ., ., ., .
> COc1ccccc1CC(NC(C)=O)C(=O)NC1CCN(C(=O)c2cccc(Cl)c2)CC1 (centres undefined)
    3.7%, ., -7%, ., -0.6%, 19%, ., ., ., .
> COc1cc(C2N(c3ccc(Cl)c(Cl)c3)C(=O)C3CCCN32)cc(OC)c1OC (centres undefined)
    0.8%, 3%, 3%, 1.1, -0.4%, 0%, 2%, -0.1%, -0.11, 1579
> CNn1cnc2ccsc2c1=O
    -0.4%, ., -2%, ., 0.8%, 3%, ., ., -0.01, 890
> OCCN1CCN(c2ncnc3c2sc2nc(N4CCOCC4)c4c(c23)CCC4)CC1
    4.3%, 14%, 2%, 1.1, 1.6%, 1%, 12%, 0.2%, -1.2, 730
> Cc1ccc(CNC(=O)CCCc2nc3ccccc3s2)cc1
    0.7%, -2%, -11%, 1, -0.2%, -3%, -1%, -1.7%, 0.04, 1360
> COc1ccc(N2CCN(C(=O)c3cn(CC4CCCCC4)nn3)CC2)cc1
    4.4%, ., 11%, ., -0.2%, 12%, ., ., ., .
> O=C(NCc1ccco1)/C(=C/c1ccco1)NC(=O)c1ccco1
    2.8%, -19%, 3%, 1, 1.2%, 20%, 5%, -1.6%, 0.21, 1237
> COc1ccc(CN2CCC(C(=O)Nc3ccc(Oc4cccnc4)cc3)CC2)cc1
    3.2%, ., 7%, ., -0.3%, 24%, ., ., ., .
> O=C(CSc1nnc(NC(=O)c2ccccc2F)s1)NCC1CCCO1 (centres undefined)
    1.9%, ., -5%, ., -0.6%, 15%, ., ., ., .
> O=C(CSC1=NC(=O)C(c2ccccc2)C(=O)N1)Nc1ccccc1[N+](=O)[O-] (centres undefined)
    2.5%, -3%, 4%, 1.2, -0.4%, 5%, 12%, -1.8%, 0.66, 1254
> Cc1ccccc1C(=O)NC1CCN(CC(=O)Nc2ccccc2Cl)CC1
    2.3%, ., 1%, ., -0.8%, 4%, ., ., ., .
